Screening data deposited in PubChem by Sanford-Burnham Center for Chemical Genomics.
PfGluPho inh = PfG6PD (Plasmodium falciparum) enzyme inhibition | PfGluPho enzyme, NADPH resazurin-diaphorase fluorescence | inhibition, % at 20 µM | hit rate 0.78% among 350,000 | AID 504690;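 active = inhibition reaching at least a set limit at 20 µM in the primary screen, cut at about 59% in these data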;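 also: 0% = DMSO wells with substrate and 100% = DMSO wells lacking glucose-6-phosphate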
SENP1 FRET inh = inhibitors of human SENP1 SUMO protease catalytic domain; Q9P0U3; recombinant SENP1 catalytic domain, CyPet-SUMO1-YPet FRET cleavage; inhibition, % at 10 µM; hit rate 0.21% among 360,000; AID 624204;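 active = inhibition at least 30% at 10 µM, raw YFP signal under a set limit, fluorescence ratio 0.5 to 1.5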;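 also: 0% = enzyme with DMSO and 100% = no enzyme wells; some results filed as inactive read as strong as hits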
Target sequence (Q9P0U3 419-644 limits assumed): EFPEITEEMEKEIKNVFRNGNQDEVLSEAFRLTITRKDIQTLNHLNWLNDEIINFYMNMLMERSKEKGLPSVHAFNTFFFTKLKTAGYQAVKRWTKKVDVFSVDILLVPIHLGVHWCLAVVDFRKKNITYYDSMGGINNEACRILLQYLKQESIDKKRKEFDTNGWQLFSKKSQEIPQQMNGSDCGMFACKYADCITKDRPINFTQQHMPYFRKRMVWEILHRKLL
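system = hSENP1 catalytic domain, recombinant | reagent = SFCypet-SUMO1-SFYpet substrate at 25 nM | doses = one dose per compound, 10 µM, 0.5% DMSO | incubation = enzyme reaction for 50 min at room temperature, dark | measured by = FRET, CFP and YFP emission | controls = no-enzyme low, enzyme-DMSO high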
GRIN3A LBD mod = modulators (binders) of human NR3A ligand-binding domain | Tm shift relative to glycine control, % at 25 µM | hit rate 2.5% among 340,000 | NR3A LBD differential scanning fluorimetry, Tm shift; 0% = protein alone, 100% = glycine-bound protein;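 active = melting temperature shift of at least 10% of the positive control shift, at one fixed dose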
SENP6 block = inhibitors of human SENP6 protease; Q9GZR1; Recombinant SENP6 catalytic domain, aminoluciferin luminescence; inhibition, % at 10 µM; hit rate 1.8% among 330,000; AID 2599;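 active = inhibition above about 50% at the single tested dose, limit read from the data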;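 also: plate controls were DMSO wells with enzyme for no effect and DMSO wells lacking enzyme for full effect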
SENP8 block = SENP8 (human) protease inhibition. Q96LD8. recombinant SENP8, Nedd8 substrate fluorescence. inhibition, % at 20 µM. hit rate 0.64% among 360,000. AID 602440; in the data active = inhibition mostly above about 40%, no sharp cut-off; inactive = mostly below about 27%
Target sequence (Q96LD8 whole entry, looked up): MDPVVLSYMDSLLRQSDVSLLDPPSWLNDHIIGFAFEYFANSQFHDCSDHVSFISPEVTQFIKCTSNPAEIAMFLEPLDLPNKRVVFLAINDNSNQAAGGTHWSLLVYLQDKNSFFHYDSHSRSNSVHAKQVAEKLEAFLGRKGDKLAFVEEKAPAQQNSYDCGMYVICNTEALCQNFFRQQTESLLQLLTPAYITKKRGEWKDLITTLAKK
ATG4B inhibitor = blocks human ATG4B protease cleavage of LC3 substrate. inhibition, % at 8.33 µM. ATG4B cleavage of LC3-PLA2, NBD-HPC fluorescence, 1 h. hit rate 0.51% among 340,000. Q9Y4P1; in the data active = inhibition above about 40%
Target sequence (Q9Y4P1 whole entry, looked up): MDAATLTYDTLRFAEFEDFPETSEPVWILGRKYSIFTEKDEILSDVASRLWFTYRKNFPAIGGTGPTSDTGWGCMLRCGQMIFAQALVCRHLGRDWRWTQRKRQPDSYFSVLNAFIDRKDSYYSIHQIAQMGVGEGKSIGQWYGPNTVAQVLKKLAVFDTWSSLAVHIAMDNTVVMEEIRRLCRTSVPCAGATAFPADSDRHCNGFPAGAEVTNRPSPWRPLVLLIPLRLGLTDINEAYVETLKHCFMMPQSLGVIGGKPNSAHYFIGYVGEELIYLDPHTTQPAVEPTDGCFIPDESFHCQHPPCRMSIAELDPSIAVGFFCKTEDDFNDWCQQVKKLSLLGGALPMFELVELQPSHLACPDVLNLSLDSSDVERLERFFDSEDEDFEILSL
hIAP act = increases human intestinal alkaline phosphatase activity; P09923; purified human IAP, CDP-Star luminescence, 30 min; stronger effect = higher value; 1 = vehicle-only enzyme, 0 = enzyme-free background; activation factor at 10 µM; hit rate 0.16% among 330,000; AID 2524;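 active = activation factor of the enzyme at least 2-fold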; also: the source names both 10 and 20 µM as test concentration; values of inactives mirror those of a sister screen read the other way
MPTP block = blocks calcium-induced mitochondrial swelling | AID 602449 | inhibition, % at 10 µM | isolated mouse mitochondria, Ca2+ swelling absorbance, 30 min | hit rate 1.4% among 360,000;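 active = inhibition of 50% or more, scaled per plate between neutral and stimulator controls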;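 also: 0% = DMSO wells given calcium and 100% = 1 mM EGTA wells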
Active calls of the source: *.

The opening 2 records, ahead of the listing:
CCN(CC)S(=O)(=O)c1ccc(N/N=C(\C)c2cccnc2)nc1 was read as PfGluPho inh 25, SENP1 FRET inh 1, GRIN3A LBD mod -3, SENP6 block -30, SENP8 block 21, ATG4B inhibitor -1, hIAP act 1.1 and MPTP block -0.7.
Screening O=c1c([N+](=O)[O-])cc(C(F)(F)F)cn1Cc1cccc(Cl)c1 returned PfGluPho inh 5, SENP1 FRET inh -1, GRIN3A LBD mod 0, SENP6 block -3, SENP8 block 20, ATG4B inhibitor -5, hIAP act 1 and MPTP block 2.4.

The listing, repeating the preview:
CCN(CC)S(=O)(=O)c1ccc(N/N=C(\C)c2cccnc2)nc1 was read as PfGluPho inh 25, SENP1 FRET inh 1, GRIN3A LBD mod -3, SENP6 block -30, SENP8 block 21, ATG4B inhibitor -1, hIAP act 1.1 and MPTP block -0.7.
Screening O=c1c([N+](=O)[O-])cc(C(F)(F)F)cn1Cc1cccc(Cl)c1 returned PfGluPho inh 5, SENP1 FRET inh -1, GRIN3A LBD mod 0, SENP6 block -3, SENP8 block 20, ATG4B inhibitor -5, hIAP act 1 and MPTP block 2.4.
For COc1ccccc1-n1c(CNC(=O)c2ccc(S(=O)(=O)N3CCOCC3)cc2)n[nH]c1=S the results were PfGluPho inh 22, SENP1 FRET inh 2, GRIN3A LBD mod 1, SENP6 block -16, SENP8 block 12, ATG4B inhibitor 4, hIAP act 1 and MPTP block -0.4.
`CS(=O)(=O)NCc1ccc(C(=O)NC2CCCCC2)cc1` gave PfGluPho inh -11, SENP1 FRET inh 1, GRIN3A LBD mod -4, SENP6 block 9, SENP8 block 13, ATG4B inhibitor 3, hIAP act 0.94 and MPTP block -1.6.
CN1CCN(S(=O)(=O)c2cc([N+](=O)[O-])ccc2N2CCCCCC2)CC1 was read as PfGluPho inh 0, SENP1 FRET inh 3, GRIN3A LBD mod 1, SENP6 block -8, SENP8 block 35, ATG4B inhibitor -11, hIAP act 0.88 and MPTP block -0.7.
`CCS(=O)(=O)c1ccc2c(c1)N(S(=O)(=O)c1ccc(Cl)cc1)CC(C(=O)O)O2` (configuration not stated) gave PfGluPho inh -17, SENP1 FRET inh 2, GRIN3A LBD mod -5, SENP6 block 9, SENP8 block 9, ATG4B inhibitor 4, hIAP act 0.93 and MPTP block -0.6.
Screening Cc1ccc([C@@H]2[C@@H]3C(=O)N(c4ccccc4)C(=O)[C@@H]3[C@]3(C)C(=O)N(Cc4ccc(-c5ccccc5)cc4)CC(=O)N23)o1 returned PfGluPho inh 9, SENP1 FRET inh -7, GRIN3A LBD mod -3, SENP6 block -9, SENP8 block 6, ATG4B inhibitor -1, hIAP act 0.95 and MPTP block -1.4.
`COc1ccccc1NNC(=O)C(O)(c1ccccc1OC)c1ccccc1OC` gave PfGluPho inh -5, SENP1 FRET inh 0, GRIN3A LBD mod -3, SENP6 block -24, SENP8 block 17, ATG4B inhibitor -7, hIAP act 1.1 and MPTP block 0.5.
Screening Cc1ccc(S(=O)(=O)N2CCC(=O)N(C(COCc3ccc(Cl)cc3)C(C)C)CC2)cc1 (configuration not stated) returned PfGluPho inh 12, SENP1 FRET inh 1, GRIN3A LBD mod -1, SENP6 block 0, SENP8 block 0, ATG4B inhibitor -13, hIAP act 1.1 and MPTP block -0.5.
Cc1nn2cnnc2c(C)c1Cc1ccc(Cl)cc1 was read as PfGluPho inh -2, SENP1 FRET inh -1, GRIN3A LBD mod 1, SENP6 block 8, SENP8 block -5, ATG4B inhibitor -11, hIAP act 0.94 and MPTP block -1.5.
Screening COc1ccc(-c2cc(C(=O)Nc3cccc(S(=O)(=O)NCc4ccco4)c3)c3ccccc3n2)cc1OC returned PfGluPho inh 19, SENP1 FRET inh -7, GRIN3A LBD mod 2, SENP6 block -16, SENP8 block -450, ATG4B inhibitor -4, hIAP act 0.96 and MPTP block 2.4.
Screening CN(C)c1nc(N/N=C/c2c[nH]c3ccccc23)nc(N2CCOCC2)n1 returned PfGluPho inh -4, SENP1 FRET inh 1, GRIN3A LBD mod 9, SENP6 block -14, SENP8 block 4, ATG4B inhibitor 1, hIAP act 0.93 and MPTP block -1.1.
CN(Cc1c(C(=O)N/N=C/c2c(F)cccc2Cl)nnn1-c1nonc1N)C1CCCCC1 was read as PfGluPho inh -6, SENP1 FRET inh 1, SENP8 block 12 and MPTP block 1.9.
For CC(C)c1nc(Cl)c(C#N)c2c1COC(C)(C)C2 the results were PfGluPho inh 12, SENP1 FRET inh 2, GRIN3A LBD mod 1, SENP6 block -22, SENP8 block 0, ATG4B inhibitor -7, hIAP act 0.94 and MPTP block 2.5.
For O=C(COC(=O)c1cc[n+]([O-])cc1)Nc1ccc(Cl)cc1[N+](=O)[O-] the results were PfGluPho inh -4, SENP1 FRET inh 2, GRIN3A LBD mod -2, SENP6 block -10, SENP8 block 18, ATG4B inhibitor 0, hIAP act 0.99 and MPTP block -1.7.
`CCn1nc(C(=O)NNC(=O)c2ccccc2)c2ccccc2c1=O` gave PfGluPho inh 0, SENP1 FRET inh -1, GRIN3A LBD mod -3, SENP6 block -2, SENP8 block -12, ATG4B inhibitor -3, hIAP act 1 and MPTP block -3.1.
Screening CC1CCCCC1NC(=O)CN1C(=O)NC(C)(c2ccc(OC(F)F)cc2)C1=O (configuration not stated) returned PfGluPho inh -8, SENP1 FRET inh -3, GRIN3A LBD mod 0, SENP6 block -2, SENP8 block 8, ATG4B inhibitor 4, hIAP act 0.91 and MPTP block 0.1.
Screening Cc1nn(Cc2ccc(Cl)cc2)c(C)c1NC(=O)c1cc(-c2ccc3c(c2)OCO3)on1 returned PfGluPho inh -5, SENP1 FRET inh -2, GRIN3A LBD mod 2, SENP6 block -2, SENP8 block -31, ATG4B inhibitor -4, hIAP act 0.88 and MPTP block 0.0.
For CCCCCCCOC(=O)c1nc(Cl)c(Cl)c(N)c1Cl the results were PfGluPho inh 11, SENP1 FRET inh 1, GRIN3A LBD mod 2, SENP6 block -8, SENP8 block 20, ATG4B inhibitor 12, hIAP act 0.86 and MPTP block -1.5.
For CCNc1nc(NCC)nc(N(C)n2cnnc2)n1 the results were PfGluPho inh -6, SENP1 FRET inh 1, GRIN3A LBD mod -4, SENP6 block -2, SENP8 block -2, ATG4B inhibitor -2, hIAP act 0.86 and MPTP block -0.6.
For COc1ccc2ccccc2c1/C=N/NC(=O)c1cccc(Br)c1 the results were PfGluPho inh 1, SENP1 FRET inh 0, GRIN3A LBD mod 4, SENP6 block -3, SENP8 block -79, ATG4B inhibitor -12, hIAP act 1 and MPTP block 3.6.
For CCNC(=S)N/N=C1\C(=O)c2cccc3cccc1c23 the results were PfGluPho inh 8, SENP1 FRET inh 4, GRIN3A LBD mod 1, SENP6 block -11, SENP8 block 44*, ATG4B inhibitor 0, hIAP act 0.87 and MPTP block -3.4.
For Cc1ccc2c(COC(=O)c3c(C)noc3C)cc(=O)oc2c1 the results were PfGluPho inh -10, SENP1 FRET inh 1, GRIN3A LBD mod 1, SENP6 block -11, SENP8 block 0, ATG4B inhibitor 5, hIAP act 1.1 and MPTP block 1.8.
Screening Cn1c2ccccc2c2c(C(=O)NCCCN3CCCC3=O)cn(C3CCCCC3)c(=O)c21 returned PfGluPho inh -10, SENP1 FRET inh 3, GRIN3A LBD mod 1, SENP6 block -7, SENP8 block inactive, ATG4B inhibitor -8, hIAP act 1.1 and MPTP block 0.9.
`Cc1cccc(C)c1NC(=O)COC(=O)c1c(C)nn(-c2ccccc2)c1C` gave PfGluPho inh -15, SENP1 FRET inh 0, GRIN3A LBD mod -1, SENP6 block -5, SENP8 block 14, ATG4B inhibitor -13, hIAP act 1.1 and MPTP block -2.1.
`COc1ccccc1NS(=O)(=O)c1cc(NC(C)=O)ccc1N1CCCCC1` gave PfGluPho inh 49, SENP1 FRET inh -2, GRIN3A LBD mod -11, SENP6 block 15, SENP8 block 12, ATG4B inhibitor -4, hIAP act 1.2 and MPTP block -2.6.
For CCOC(=O)c1ccc(OCCOc2ccccc2C)cc1 the results were PfGluPho inh 3, SENP1 FRET inh 0, GRIN3A LBD mod 3, SENP6 block -15, SENP8 block 5, ATG4B inhibitor -1, hIAP act 0.93 and MPTP block -1.0.
For O=C(Cc1c[nH]c2ccccc12)N/N=C/c1ccc(F)cc1 the results were PfGluPho inh 4, SENP1 FRET inh 2, GRIN3A LBD mod -5, SENP6 block 4, SENP8 block 0, ATG4B inhibitor -9, hIAP act 0.72 and MPTP block 1.4.
`Cc1onc(-c2ccccc2Cl)c1C(=O)Nc1ccc(F)c(F)c1` gave PfGluPho inh -2, SENP1 FRET inh 2, GRIN3A LBD mod 2, SENP6 block 2, SENP8 block 8, ATG4B inhibitor -6, hIAP act 1 and MPTP block 12.
Screening Cc1ccc(NC(=O)CN(C)C(=O)CSc2ccccc2F)cc1 returned PfGluPho inh 34, SENP1 FRET inh 0, GRIN3A LBD mod -1, SENP6 block -16, SENP8 block 3, ATG4B inhibitor 3, hIAP act 1.1 and MPTP block -1.2.
O=C(O)Cc1sc(NCc2ccco2)nc1-c1ccccc1 was read as PfGluPho inh 6, SENP1 FRET inh -25, GRIN3A LBD mod 1, SENP6 block -16, SENP8 block -67, ATG4B inhibitor 2, hIAP act 1 and MPTP block 0.4.
For O=C(Cn1cnc2ccccc2c1=O)N1CCN(c2ccc(F)cc2)CC1 the results were PfGluPho inh 0, SENP1 FRET inh 1, GRIN3A LBD mod 1, SENP6 block -13, SENP8 block 4, ATG4B inhibitor -2, hIAP act 0.89 and MPTP block -1.7.
NC(=O)CSc1nnc(NC(=O)C23CC4CC(CC(C4)C2)C3)s1 was read as PfGluPho inh 7, SENP1 FRET inh 0, GRIN3A LBD mod 1, SENP6 block 5, SENP8 block 7, ATG4B inhibitor 21, hIAP act 0.68 and MPTP block -0.6.
COc1ccccc1NS(=O)(=O)c1cc(NC(=O)c2ccc(NC(C)=O)cc2)ccc1N1CCOCC1 was read as PfGluPho inh 42, SENP1 FRET inh 2, GRIN3A LBD mod 0, SENP8 block 8, ATG4B inhibitor -28 and MPTP block -4.7.
`NC(=O)C1CCN(C(=O)CCc2nc3sc4c(c3c(=O)[nH]2)CCCC4)CC1` gave PfGluPho inh 3, SENP1 FRET inh -25, GRIN3A LBD mod -1, SENP6 block 5, SENP8 block -29, ATG4B inhibitor 5, hIAP act 0.97 and MPTP block -3.0.
`CN(C(=O)c1cccc(NC(=O)c2ccccc2)c1)C1CCCCC1` gave PfGluPho inh 13, SENP1 FRET inh 3, GRIN3A LBD mod 0, SENP6 block -5, SENP8 block 4, ATG4B inhibitor -6, hIAP act 0.96 and MPTP block -1.7.
COCCn1c(=N)c(C(=O)NCCc2ccc(OC)cc2)cc2c(=O)n3cccc(C)c3nc21 was read as PfGluPho inh -23, SENP1 FRET inh 7, GRIN3A LBD mod -1, SENP6 block -2, SENP8 block -400, ATG4B inhibitor 5, hIAP act 0.94 and MPTP block -7.4.
`CCOC(=O)C1CCN(c2c(Nc3ccc(C)c(C)c3)c(=O)c2=O)CC1` gave PfGluPho inh -11, SENP1 FRET inh 3, GRIN3A LBD mod -1, SENP6 block 20, SENP8 block 11, ATG4B inhibitor 5, hIAP act 0.92 and MPTP block 4.0.
Screening CCC(c1nnnn1CCOC)N(Cc1ccc(C)cc1)Cc1cc2cc(OC)ccc2[nH]c1=O (configuration not stated) returned PfGluPho inh 12, SENP1 FRET inh -1, GRIN3A LBD mod -5, SENP6 block -37, SENP8 block -463, ATG4B inhibitor 8, hIAP act 1 and MPTP block -1.9.
`NC(=O)C1CCN(C(c2ccccc2Cl)c2nnnn2Cc2ccc3c(c2)OCO3)CC1` (configuration not stated) gave PfGluPho inh 7, SENP1 FRET inh 2, GRIN3A LBD mod 1, SENP6 block -11, SENP8 block 32, ATG4B inhibitor -9, hIAP act 0.82 and MPTP block 1.5.
`CCOC(=O)N1CCN(c2nc(C)c3c(n2)CCCC3=O)CC1` gave PfGluPho inh -8, SENP1 FRET inh 1, GRIN3A LBD mod -1, SENP6 block -28, SENP8 block 26, ATG4B inhibitor 0, hIAP act 1.1 and MPTP block -0.5.
